Assay outcomes: PubChem BioAssay, several laboratories
NadD inh: inhibitors of Staphylococcus aureus NadD; inhibition, % at 20 µM; purified NadD enzyme, colorimetric absorbance read-out; 0.78% of 360,000 active; in the data active = inhibition above about 26%; note: some compounds past the cut are filed as inactive
SUMO1-SIM PPI: modulators of human SUMO1-mediated protein-protein interactions. inhibition, % at 20 µM. 0.33% of 360,000 active. P63165. SUMO1 binding to a labelled peptide, TR-FRET, 1 h; in the data active = inhibition above about 37%
Target sequence (P63165 whole entry, looked up): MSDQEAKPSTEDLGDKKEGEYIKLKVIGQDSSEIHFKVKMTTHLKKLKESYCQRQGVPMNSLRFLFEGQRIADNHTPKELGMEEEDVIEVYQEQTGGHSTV
MsrA inhibitor: inhibitors of bovine MsrA; purified bovine MsrA, absorbance read-out; inhibition, % at 15.5 µM; 0.75% of 360,000 active; AID 651718; in the data active = inhibition above about 4.5%;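 note: 0% = vehicle wells with enzyme and 100% = reference inhibitor wells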
Scp-1 inhibitor: blocks human Scp-1 phosphatase activity. inhibition, % at 20 µM. 0.88% of 340,000 active. Recombinant Scp1, phosphopeptide, malachite green phosphate absorbance. AID 493091;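 active = inhibition above about 50% at 20 µM, limit read from the data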;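 note: plate controls were DMSO wells with enzyme for no effect and wells lacking enzyme for full effect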
Target sequence (Q9GZU7 76-261 limits assumed): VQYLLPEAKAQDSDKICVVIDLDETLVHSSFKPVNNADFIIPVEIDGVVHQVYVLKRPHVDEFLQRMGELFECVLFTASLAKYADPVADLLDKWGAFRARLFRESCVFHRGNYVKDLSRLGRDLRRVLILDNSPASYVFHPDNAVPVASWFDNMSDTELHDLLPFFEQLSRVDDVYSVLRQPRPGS
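Test system: SCP-1 phosphatase catalytic domain, residues 76-261 | Compound dosing: One concentration, 20 µM, with 1.0% DMSO | Schedule: 45 min room-temperature reaction, 5 min colour, 30 min stabiliser | Detection: Absorbance at 630 nm | Read-out basis: % inhibition of SCP-1 phosphate liberation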
STEP inh: STEP (human) phosphatase inhibition. P54829. recombinant STEP, OMFP fluorogenic substrate, fluorescence. inhibition, % at 20 µM. 0.25% of 360,000 active;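 active = inhibition at 20 µM, scaled per plate between control wells, above about 37%, limit read from the data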;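 note: 0% = DMSO with enzyme and substrate and 100% = substrate only without enzyme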
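System: STEP (striatal-enriched tyrosine phosphatase) enzyme, cell-free; medium: Bis-Tris pH 6.0 buffer with DTT, detergent; dosing: 20 µM, 1% DMSO; times: reaction 20 min, ambient temperature; detection: fluorescence, 480/540 nm; read-out basis: normalized % inhibition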
Tb MetRS inh: Trypanosoma brucei MetRS inhibition; purified T. brucei MetRS, ATP depletion, Kinase-Glo luminescence; inhibition, % at 11.9 µM; 0.4% of 360,000 active;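 active = inhibition above a per-plate cutoff of the control wells' mean inhibition plus 3 SD, cut at about 5.5% in these data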;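 note: 0% = DMSO wells median and 100% = median of wells with control inhibitor compound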
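Test system – parasite MetRS enzyme · Reagent – substrates ATP, L-methionine and bulk Escherichia coli tRNA · Doses – 11.9 µM compound single dose, 0.9% DMSO · Times – 15 min enzyme-compound preincubation, 2 h reaction, 10 min detection, 25 °C · Signal – Kinase-Glo luminescence, ATP depletion format · Controls – DMSO-only wells as low control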
Rpn11 block: inhibitors of human proteasome Rpn11 | 0.59% of 360,000 active | human 26S proteasome, Ub4-pepOG fluorescence polarization; 20S core pre-blocked with epoxomicin | AID 588493 | calls only at 20 µM | O00487;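 active = inhibition at 20 µM, scaled to each plate's controls, above about 33%, limit read from the data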
Target sequence (O00487 whole entry, looked up): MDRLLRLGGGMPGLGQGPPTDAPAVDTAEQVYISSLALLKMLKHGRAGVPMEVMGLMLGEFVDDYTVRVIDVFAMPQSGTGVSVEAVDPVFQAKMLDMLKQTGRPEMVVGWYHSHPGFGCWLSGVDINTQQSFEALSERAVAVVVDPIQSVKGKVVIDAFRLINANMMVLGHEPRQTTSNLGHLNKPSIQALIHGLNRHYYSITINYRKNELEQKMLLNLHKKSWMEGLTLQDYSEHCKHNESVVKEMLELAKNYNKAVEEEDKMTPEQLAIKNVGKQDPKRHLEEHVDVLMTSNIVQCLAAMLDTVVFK
DNMT1 inh: blocks human DNA methyltransferase DNMT1. DNMT1 molecular beacon, Hinp1I cleavage, fluorescence. inhibition (reported as % activation of signal), % at 10 µM. 0.83% of 360,000 active. AID 588458; in the data active = inhibition above about 50%
LMPTP inh: LMPTP (human) inhibition. recombinant LMPTP-A, OMFP fluorogenic substrate, fluorescence intensity. P24666. AID 651560. inhibition, % at 20 µM. 0.22% of 360,000 active;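 active = compounds that cut the enzyme signal by at least half of the control window in the single-dose screen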;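 note: plate controls were DMSO wells with enzyme plus substrate for no effect and substrate without enzyme for full effect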
Target sequence (P24666 whole entry, looked up): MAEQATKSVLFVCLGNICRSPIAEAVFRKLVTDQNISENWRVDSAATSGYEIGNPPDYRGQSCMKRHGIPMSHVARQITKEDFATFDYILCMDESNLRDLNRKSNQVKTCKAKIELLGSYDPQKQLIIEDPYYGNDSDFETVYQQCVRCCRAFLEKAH
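Test system: LMPTP-A phosphatase enzyme; input: 0.625 nM LMPTP-A final; reagent: OMFP substrate, 400 µM final; compound dosing: 20 µM single dose, 3% DMSO; incubation: 50 min dark incubation at room temperature; measured by: endpoint fluorescence intensity from OMFP dephosphorylation; measure: % inhibition relative to no-enzyme and uninhibited control wells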
CSN deneddyl inh: CSN deneddylation inhibition. inhibition, % at 12.5 µM. Purified CSN, SCF-Nedd8-OG deneddylation, fluorescence polarization. 0.38% of 360,000 active;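 active = pattern-corrected inhibition above about 35%, with an unprinted fluorescence ratio check between 0.5 and 1.5, limit read from the data, passing the limit was not always enough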;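 note: 0% = enzyme with substrate and 100% = substrate without enzyme; some results filed as inactive read as strong as hits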
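assay system = purified human Csn5 enzyme expressed in HEK293T cells | amount = 0.24 nM enzyme | buffer or medium = Tris/NaCl/DTT buffer, pH 7.5 | reagent = 10 nM SCFSkp2-Nedd8OG | compound = one concentration, 12.5 µM, 0.25% DMSO | times = 90 min reaction at room temperature | signal = FP | read-out basis = % inhibition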
Starred values were filed as active, the others as inactive; i = inactive; . = not tested or not shown.

SMILES	NadD inh	SUMO1-SIM PPI	MsrA inhibitor	Scp-1 inhibitor	STEP inh	Tb MetRS inh	Rpn11 block	DNMT1 inh	LMPTP inh	CSN deneddyl inh
O=C1C=C(Nc2ccccc2C(=O)O)c2ccccc2C1=O	19	21	1.5	17	6	0.4	i	55*	7.9	17
Cc1ccc(NC(=O)Nc2ccc3c(c2)OCO3)nc1	4	2	-1.0	1	0	-1.2	i	-3	-1.2	-3
COc1ccc(N(CC(=O)NCCc2ccccc2)C(=O)c2csnn2)cc1OC	-7	-9	-0.4	-12	-1	-0.6	i	0	-0.8	3
C/C(=N\NC(=O)c1ccc(N2CCCC2=O)cc1)c1ccccc1	1	6	-0.3	-9	1	0.4	i	2	-0.1	1
C/C=C(/C)C(=O)Nc1cccc(C2=NOC3(C2)C[C@@H](C(N)=O)N(C(=O)CC(c2ccccc2)c2ccccc2)C3)c1 (some centres not stated)	11	6	0.9	0	1	-0.2	i	-14	0.7	2
Cc1nc2ncccn2c1-c1csc(NCc2ccco2)n1	3	9	0.8	-2	-1	-1.2	i	-1	2.5	-15
Cc1cccc(C(C)(C)C)c1OCCOCCN1CCCC1	-2	-12	-0.6	-6	0	-1.0	i	2	-4.1	1
O=C(CCNc1ccccc1)c1ccc2c(c1)OCO2	-2	2	1.1	-3	0	-0.1	i	-4	0.0	-2
O=C1c2ccccc2C(=O)N1CCCc1nc(-c2ccccc2)no1	-5	-6	0.4	-2	0	-0.3	i	-1	-2.3	4
COc1ccc(C(C)=O)cc1COC(=O)c1cccnc1Cl	-5	6	-0.5	-5	1	-0.5	i	1	-0.8	-4
Cc1nc2cc(-c3ccccc3)sc2c(=O)n1N	-5	-16	-0.6	0	-2	-3.4	i	-1	-0.1	2
CC1(C)SC[C@H](C(=O)Nc2cccc(Cl)c2)N1C=O	-2	-1	0.4	7	-2	-0.1	i	0	-0.5	2
COCCCNc1oc(/C=C/c2ccccc2)nc1C#N	-11	-21	5.9*	-15	-3	-0.8	i	-1	1.5	3
COCCCn1c(=O)c2sccc2n2c(CCCC(=O)NCc3ccc(OC)cc3)nnc12	-8	3	0.6	-4	-3	0.4	i	2	0.9	6
O=C1NCCN1Cc1ccc(F)cc1	-5	1	-0.4	-3	7	-0.3	i	4	-3.4	0
CCOc1ccc(NS(=O)(=O)c2ccc3[nH]c(=O)[nH]c3c2)cc1	-1	-2	0.1	-8	0	-0.8	i	-1	-2.3	6
COc1ccc(OC)c2c1sc(=NC(=O)c1ccco1)n2C	7	-2	3.4	-5	2	0.1	i	3	2.7	3
CC(C)=C(C)c1cc2nc(NCCCN(C)C)n(C)c(=O)c2s1	-5	-6	0.9	.	-2	-0.2	i	-2	0.7	3
CCc1nnc(SCC(=O)Nc2ccc(NC(C)=O)cc2)n1-n1cccc1	-1	3	1.0	1	-1	-0.7	i	-1	0.4	-1
O=[N+]([O-])c1ccc(Cc2ccccn2)cc1	-2	-16	-0.6	-6	6	0.0	i	5	-1.1	2
Oc1ccc(N2Cc3ccccc3C2)cc1	6	-7	.	-12	-2	1.9	i	-17	1.4	-4
O=C(NN1C(=O)NC2(CCCCC2)C1=O)c1cccs1	3	-1	0.1	2	3	-0.6	i	-2	0.0	0
Cc1ccc(S(=O)(=O)NC(CC(=O)N2CCc3ccccc32)c2ccco2)cc1 (configuration not stated)	-5	1	-0.1	-14	4	-0.9	i	-7	-0.2	-4
Fc1ccc(-c2cn3cc(C(F)(F)F)cc(Cl)c3n2)cc1	-4	-6	-0.2	3	0	-0.8	i	-4	-0.3	-2
Cc1ccc(N2CCN(S(=O)(=O)c3cccs3)CC2C)cc1 (configuration not stated)	0	5	-0.2	-8	2	-0.2	i	0	1.3	-1

3 compounds picked at random from those above, as already listed:
SMILES	NadD inh	SUMO1-SIM PPI	MsrA inhibitor	Scp-1 inhibitor	STEP inh	Tb MetRS inh	Rpn11 block	DNMT1 inh	LMPTP inh	CSN deneddyl inh
O=C1NCCN1Cc1ccc(F)cc1	-5	1	-0.4	-3	7	-0.3	i	4	-3.4	0
O=C1C=C(Nc2ccccc2C(=O)O)c2ccccc2C1=O	19	21	1.5	17	6	0.4	i	55*	7.9	17
Cc1ccc(NC(=O)Nc2ccc3c(c2)OCO3)nc1	4	2	-1.0	1	0	-1.2	i	-3	-1.2	-3

Following part.
SMILES	NadD inh	SUMO1-SIM PPI	MsrA inhibitor	Scp-1 inhibitor	STEP inh	Tb MetRS inh	Rpn11 block	DNMT1 inh	LMPTP inh	CSN deneddyl inh
CCOCCOC(=O)C1=C(C)NC(=O)NC1c1ccc2c(c1)OCO2 (configuration not stated)	-5	2	-0.3	-4	1	-0.8	i	-2	-0.3	1
COc1ccc2c(c1)NC(=O)CC(c1ccccc1)=N2	-4	-13	1.3	-2	-2	0.3	i	-1	1.0	-2
COC(=O)N(C)C[C@@H]1OCc2cnnn2CCCC(=O)N([C@H](C)CO)C[C@H]1C	3	-4	0.8	.	2	-1.1	i	4	-1.7	1
O=C(CSc1ccc2nnc(-c3ccncc3)n2n1)Nc1ccc2c(c1)OCO2	-2	7	0.5	-7	3	0.2	i	-1	-0.3	4
CC(C)=CCN1CCN(Cc2cccnc2)CC1CCO (configuration not stated)	3	2	0.5	-8	3	-0.3	i	-1	-3.0	-3
CC1(Oc2ccccc2-c2ccno2)CCN(Cc2ccc(-c3ccccc3)o2)C1 (configuration not stated)	-4	2	-1.3	.	3	-0.2	i	-3	1.4	5
Cc1cc(C)c2c(c1)-c1cc(C)nn1C(c1ccc3c(c1)OCO3)N2 (configuration not stated)	-1	10	2.1	-15	1	-0.1	i	-1	3.2	-3
Cc1cc(C)n2nc(C(=O)NC3CCCc4ccccc43)nc2n1 (configuration not stated)	-9	3	-1.0	4	0	-1.1	i	3	0.5	0
CCOc1cc(CC(=O)N[C@@H](CC(C)C)c2ccccc2N2CCCCC2)ccc1C(=O)O	11	8	-0.9	-6	2	-0.1	i	-3	0.4	-6
COC(=O)c1cccc(C23CC4(C2)[C@H](CN(Cc2ccc(-c5ccccc5)cc2)[C@@H]4c2ccccc2)C3c2ccc(Cl)nc2)c1 (some centres not stated)	20	2	0.3	6	4	-0.1	i	0	1.2	3
CCCCOc1ccc(S(=O)(=O)NC(=O)C2(C)CCN2C(=O)CCc2ccccc2)cc1 (configuration not stated)	-2	4	-0.9	.	-2	-0.3	i	6	1.1	-6
C=CCC(=O)N1CCCC(C(=O)c2ccc(Cl)cc2)C1 (configuration not stated)	-4	-3	0.4	1	-4	-1.0	i	1	1.0	-1
Cc1ccc(Nc2cc(C)nc3ncnn23)c(Cl)c1	2	5	0.2	4	-4	-1.2	i	5	-0.6	-3
COC(=O)c1cc(C)sc1NC(=O)c1ccco1	-11	-5	0.7	1	-1	-0.7	i	4	0.5	0
COc1cccc(-n2c(=O)c3ccccc3n(CC(=O)NCC3CCCO3)c2=O)c1 (configuration not stated)	-2	2	-0.7	-6	-1	-0.1	i	3	0.0	1
CC(C)c1ccc(C(=O)NC(=S)NCc2cccnc2)cc1	4	-5	-1.6	-10	2	1.0	i	-5	0.4	-2
O=C(COc1ccccc1Cl)Nc1ccc(CN2CCOCC2)cc1	-3	-6	1.4	13	-2	-1.2	i	1	-1.3	4
O=C(O)c1ccc(NC2=C/C(=N/S(=O)(=O)c3cccs3)c3ccccc3C2=O)cc1	-2	65*	62*	.	5	0.9	i	97*	8.6	20
CCOC(=O)c1cnc(SCC(=O)N2CCOCC2)nc1N	-2	4	0.7	3	0	0.4	i	-2	-0.5	-6
CCOC(=O)C1CCCN(c2c(N3CCC(N4CCCCC4)CC3)c(=O)c2=O)C1 (configuration not stated)	-1	-9	2.0	4	-4	-0.7	i	1	-3.4	-1
CCCCN=C1C([N+](=O)[O-])=CC=C2C1=NC1(CCCCC1)N2O	-2	-30	0.3	-4	0	-0.4	i	-5	1.0	-14
CCOc1c(Cl)cc(CNCC(C)C)cc1Cl	-1	0	1.2	-14	-3	-1.2	i	1	1.2	-4
O=C(O)CC1=C(Nc2ccccc2)C(=O)N(c2ccccc2)C1c1ccc(Br)cc1 (configuration not stated)	4	0	-0.3	-10	-1	-0.1	i	2	1.4	-5
CN(C)c1ccc(-c2csc(C(O)(c3ccccc3)C(F)(F)F)n2)cc1 (configuration not stated)	8	-3	-0.6	.	-1	-0.1	i	-35	3.3	-6
COc1cccc(CNc2nc(NCC3CC3)nc3ccsc23)c1	0	3	0.4	.	3	0.0	i	17	40	5
O=C(CNC(=O)Cc1ccc(Cl)cc1)NCc1ccco1	-2	4	-0.5	-1	2	0.0	i	-1	-0.1	0
Nc1c(/C=C2/C=CC(=O)C(O)=C2)c(=O)nc2sc(CC(=O)N3CCOCC3)nn12	1	-6	3.0	71*	2	0.5	i	19	2.3	53

4 entries from above, set out differently:
compound | NadD inh | SUMO1-SIM PPI | MsrA inhibitor | Scp-1 inhibitor | STEP inh | Tb MetRS inh | Rpn11 block | DNMT1 inh | LMPTP inh | CSN deneddyl inh
O=C(CSc1ccc2nnc(-c3ccncc3)n2n1)Nc1ccc2c(c1)OCO2 | -2 | 7 | 0.5 | -7 | 3 | 0.2 | i | -1 | -0.3 | 4
Cc1cc(C)c2c(c1)-c1cc(C)nn1C(c1ccc3c(c1)OCO3)N2 (configuration not stated) | -1 | 10 | 2.1 | -15 | 1 | -0.1 | i | -1 | 3.2 | -3
O=C(O)c1ccc(NC2=C/C(=N/S(=O)(=O)c3cccs3)c3ccccc3C2=O)cc1 | -2 | 65* | 62* | . | 5 | 0.9 | i | 97* | 8.6 | 20
CCOC(=O)C1CCCN(c2c(N3CCC(N4CCCCC4)CC3)c(=O)c2=O)C1 (configuration not stated) | -1 | -9 | 2.0 | 4 | -4 | -0.7 | i | 1 | -3.4 | -1

Three of the entries above in order of the DNMT1 inh value, smallest number first.
molecule	NadD inh	SUMO1-SIM PPI	MsrA inhibitor	Scp-1 inhibitor	Tb MetRS inh	Rpn11 block	DNMT1 inh	LMPTP inh	CSN deneddyl inh
CCOc1cc(CC(=O)N[C@@H](CC(C)C)c2ccccc2N2CCCCC2)ccc1C(=O)O	11	8	-0.9	-6	-0.1	i	-3	0.4	-6
C=CCC(=O)N1CCCC(C(=O)c2ccc(Cl)cc2)C1 (configuration not stated)	-4	-3	0.4	1	-1.0	i	1	1.0	-1
COC(=O)c1cc(C)sc1NC(=O)c1ccco1	-11	-5	0.7	1	-0.7	i	4	0.5	0
